Screening data: PubChem, several laboratories
IDE inh – human IDE inhibitors in live cells, primary screen, fluorescence polarization, HEK cells, FAbetaB substrate; inhibition, % at 5.59 µM; Insulin-degrading enzyme (Homo sapiens), P14735; FAbetaB cleavage; 320,000 tested, 0.41% active;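 active means percent inhibition above the average of all tested compounds plus 3 SD, set per screening campaign, cut at about 16% in these data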;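 further: IDE supplied by intact live HEK cells; FP after avidin binding of uncleaved biotin substrate so inhibition keeps polarization high; 0% = DMSO wells and 100% = 60 µM reference IDE inhibitor Ii1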
IMP-1 inhibitor – IMP-1 metallo-beta-lactamase inhibitors, primary screen, biochemical, epi-absorbance readout, Pseudomonas aeruginosa enzyme; purified IMP-1, nitrocefin hydrolysis, epi-absorbance fluorescence; inhibition, % at 5.6 µM; 290,000 tested, 0.45% active; AID 1556, 2009;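 active means inhibition above the mean plus 3 SD of all compounds in the same screening run, cut at about 4.5% in these data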;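 further: 0% = IMP-1 with DMSO and 100% = DMSO wells lacking enzyme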
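Material – recombinant IMP-1 enzyme, purified · Amount – IMP-1 0.2 nM before substrate addition · Medium – HEPES buffer pH 7.1 with ZnSO4 and Brij 35 · Timing – 25 °C, 15 min preincubation, 25 min reaction · Measured by – plate fluorescence quenching by hydrolysis product, ex 480/em 530 nm · Read-out – percent enzyme inhibition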
VIM-2 inh – VIM-2 metallo-beta-lactamase inhibitors, primary screen, biochemical, epi-absorbance readout, Pseudomonas aeruginosa enzyme; 290,000 tested, 0.89% active; inhibition, % at 5.6 µM; purified VIM-2, nitrocefin hydrolysis, epi-absorbance fluorescence;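 active means inhibition above the mean of all tested compounds plus 3 SD, cutoff set per screening run, cut at about 7.5% in these data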;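 further: red hydrolysis product quenches plate fluorescence so inhibitors raise well fluorescence; 0% = enzyme with DMSO and 100% = DMSO without enzyme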
DNA FID counter – compounds displacing fluorescent DNA intercalator, primary screen, artefact control for HCV NS3 helicase inhibitor project, biochemical, FID fluorescence. DNA fluorescent intercalator displacement. inhibition, % at 7.9 µM. 290,000 tested, 0.17% active. AID 1845, 2009; in the data active means inhibition above about 37%;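 further: 0% = vehicle and 100% = reference compound; higher means more ethidium bromide displaced from hairpin DNA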
IDE act – human IDE activators in live cells, primary screen, fluorescence polarization, HEK cells, FAbeta-B substrate | Insulin-degrading enzyme (Homo sapiens), P14735 | FAbeta-B cleavage; 0% vehicle, 100% cell-free pure enzyme wells | activation, % at 5.96 µM | 340,000 tested, 0.073% active | AID 493087, 2011;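 active means activation above the mean of all tested compounds plus 3 SD, set per screening campaign, cut at about 17% in these data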
M18AAP inhibitor – PfM18AAP inhibitors, malaria aminopeptidase, primary screen, biochemical, QFRET, recombinant enzyme; M18 aspartyl aminopeptidase (Plasmodium falciparum 3D7); H-Glu-NHMec fluorogenic cleavage; inhibition, % at 7.35 µM; 290,000 tested, 1.2% active; AID 1822, 2009;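 active means inhibition above the campaign mean inhibition over all tested compounds plus 3 SD, cut at about 28% in these data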;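 further: 0% = plate median of test compound wells and 100% = 2 mM ZnCl2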
NS3 helicase inh – inhibitors of HCV NS3 helicase, primary screen, biochemical, Cy5 molecular beacon fluorescence. NS3 helicase DNA unwinding. inhibition, % at 10.9 µM. 290,000 tested, 0.56% active;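 active means inhibition above the mean of all tested compounds plus 3 SD, set per campaign, cut at about 35% in these data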;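 further: 0% = DMSO wells and 100% = thioflavine S control wells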
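Compound dosing – single dose, 10.9 µM nominal final, DMSO 0.8% final · System – NS3 helicase fragment of HCV · Buffer or medium – MOPS pH 6.5, MgCl2, DTT, Tween20, BSA · Signal – Cy5 beacon fluorescence read at start and 1 h · Also added – annealed dual-labelled DNA beacon duplex, ATP-started · Schedule – 1 h at 25 °C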
pCIP destab – p/CIP-EGFP fusion destabilizers, primary screen, fluorescence, F442A cells; AID 1984, 2009; decrease of EGFP signal, % at 10 µM; 16 h; Q05BA5; 290,000 tested, 0.01% active;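 active means EGFP signal decrease of at least 30% at 10 µM or well 3 SD below plate mean, unless failing retest; inactive means the rest, including hits failing retest or dose response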; further: some compounds called inactive have numbers as strong as hits; many of its hits are not listed in these tables
UBC9 SUMO inh – inhibitors of in vitro SUMOylation cascade, primary screen, biochemical, HTRF, uHTS | SUMO-conjugating enzyme UBC9 (Homo sapiens), P63279 | HTRF SUMOylation assay, SAE1/SAE2 + UBC9 | inhibition, % at 35 µM | 290,000 tested, 0.36% active; in the data active means inhibition above about 50%, passing the limit was not always enough; further: strong numbers were not always called active
Target sequence (P63279 whole entry, looked up): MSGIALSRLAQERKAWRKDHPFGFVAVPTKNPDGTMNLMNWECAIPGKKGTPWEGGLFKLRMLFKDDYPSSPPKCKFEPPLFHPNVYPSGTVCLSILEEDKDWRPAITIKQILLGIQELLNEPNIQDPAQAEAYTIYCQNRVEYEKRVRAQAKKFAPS
The depositor's hits bear a star; / = not tested or not shown.

SMILES	IDE inh	IMP-1 inhibitor	VIM-2 inh	DNA FID counter	IDE act	M18AAP inhibitor	NS3 helicase inh	pCIP destab	UBC9 SUMO inh
CCOc1ccccc1N1CCN(C(=O)c2cccs2)CC1	-3.2	-4.2	-1.2	-23.9	2.3	-6.8	5.8	-4.2	8.9
CCOC(=O)c1[nH]c(C(=O)O)c(CCC(=O)OC)c1C	0.1	1.5	21.7*	0.9	5.0	-1.6	4.6	-9.4	13.4
Cc1cc(C)c2c(n1)sc1c(=O)n(CC(=O)c3ccccc3)cnc12	7.4	-4.7	-2.1	-1.0	1.2	-7.9	6.8	-7.9	16.0
CC(=O)NC(C(=O)OCC(=O)N(c1ccccc1)c1ccccc1)C(C)C (stereo unspecified)	-2.3	-2.2	-1.4	-28.6	-1.5	-1.9	3.1	-8.7	18.7
O=S(=O)(c1ccc(F)cc1)c1nc(-c2ccccc2)oc1N1CCOCC1	-0.9	-2.5	-1.9	-24.5	4.0	-1.9	-1.5	-12.4	12.6
Nc1ccc(C(=O)O)cc1S(=O)(=O)O	-1.8	-3.1	-3.5	1.4	5.4	0.9	-18.8	-11.9	1.0
CCCc1nnc(NC(=O)c2cccs2)s1	1.7	-2.6	-4.4	-5.4	6.9	1.7	3.2	1.3	5.8
Cc1cccc(NC(=O)CNC(=O)N2CC(=O)Nc3ccccc32)c1C	-0.3	0.2	-0.2	-7.2	1.1	-7.6	6.0	-0.8	3.3
Oc1c(CN2CCOCC2)cc(COCc2ccccc2)c2cccnc12	-2.4	-5.6	7.7*	-2.9	7.3	6.8	5.4	11.5	-48.7
COc1ccc(/C=C/C(=O)O)cc1S(=O)(=O)NCc1cccnc1	-3.3	-1.6	0.9	-7.0	3.8	0.0	2.2	-4.0	9.2
CCOC(=O)/C(=N\Nc1ccccc1Cl)N(C)C1CCS(=O)(=O)C1 (stereo unspecified)	2.7	-1.4	-0.4	-27.2	5.9	-0.4	-1.2	-3.4	9.2
CCOc1cc(-c2cc(-c3ccc(N)cc3)nc(N)c2C#N)ccc1O	-4.0	0.9	5.9	0.1	-1.2	11.2	-13.0	-19.0	24.2
COc1ccccc1C(=O)Nc1nc2cc3c(cc2s1)OCO3	-4.4	-3.2	-4.1	-3.6	6.7	11.2	-3.2	-13.1	20.1
COc1ccc(CCNC(=O)CNC(=O)Cn2cnc3sc(C)c(C)c3c2=O)cc1OC	2.8	-5.9	-2.5	-18.0	3.9	-1.1	4.5	-5.9	21.8
COc1ccccc1/C=C1\SC(=S)N(NS(=O)(=O)c2ccc(C)cc2)C1=O	8.4	-3.9	-6.1	-21.1	4.7	2.4	41.3*	-5.3	9.8
CCN(CC)Cc1c(C(=O)N/N=C(\C)c2ccncc2)nnn1-c1nonc1N	3.8	-3.0	0.6	-15.3	4.1	-5.2	1.7	-6.3	0.9
Cc1onc(-c2ccccc2Cl)c1C(=O)NCC1CCCO1 (stereo unspecified)	-0.5	0.5	-1.4	-3.9	-0.6	1.8	8.8	-17.6	-6.2
O=C(NNc1cc(N2CCOCC2)nc(N2CCOCC2)n1)c1ccc(Cl)c(Cl)c1	2.6	-1.2	-3.2	-1.0	-7.7	7.7	-4.7	3.4	78.5
CC(C)Oc1ccccc1C1CC(=O)Nc2cc3c(cc21)OCCO3 (stereo unspecified)	-0.6	0.1	-0.1	-34.8	-0.4	-7.4	-3.3	-7.0	4.5
Cc1nnc(SCC(=O)Nc2cc(S(C)(=O)=O)ccc2Cl)n1Cc1ccccc1	5.0	-3.7	-2.2	-22.2	0.5	3.9	2.4	-20.7	-6.5
COc1ccc(-c2csc(NC(=O)Nc3ccccc3)n2)cc1	1.2	-2.2	-0.5	-8.0	3.8	-1.8	11.9	-9.1	10.6
Cc1cccc(OCCCC(=O)Nc2ccc3c(c2)OCO3)c1	1.1	-4.6	-3.2	-7.5	3.3	-4.9	-3.8	-3.1	-7.7
C/C(=N\NC(=S)Nc1ccc(C)cc1)c1cc2ccccc2o1	6.1	-4.2	-2.2	-20.4	-11.2	-1.0	10.3	-2.0	-60.1
COC(=O)c1[nH]c2ccccc2c1NC(=O)CN1CC(C)OC(C)C1 (stereo unspecified)	1.2	-0.4	-0.4	-6.5	1.9	-0.4	5.1	3.2	18.0
O=C(/C=C/c1ccccc1Cl)Nc1cccc(S(=O)(=O)NC2=NCCCCC2)c1	-1.8	-1.3	-0.9	-34.1	1.0	-0.3	-8.7	-0.4	0.4
CC(=O)NC(CCS(C)(=O)=O)C(=O)Nc1cccc(C(C)=O)c1 (stereo unspecified)	2.6	0.8	1.9	-0.8	-5.4	-9.5	3.6	-22.4	13.0
Cc1cccc(CN2CCN(CC(=O)NCc3cccs3)C2=O)c1	2.6	-2.5	-0.8	-8.4	-3.1	-0.3	-2.4	-19.2	11.1
CCc1nnc(NC(=O)c2nc3nc(C)cc(C)n3n2)s1	-0.5	-3.7	-4.3	3.7	2.6	0.8	1.1	-10.0	8.3
COC(=O)c1c(-c2ccccc2Cl)noc1/C=C/N(C)C	1.5	-0.8	0.8	-10.2	-11.9	-12.7	17.2	3.5	-7.9
CCOc1ccc(N(CC(=O)NCc2ccco2)S(C)(=O)=O)cc1	-1.1	-5.4	-3.4	-0.7	1.5	-12.3	0.1	-0.1	9.7
O=C(CCc1ccccc1)NNC(=S)NCc1ccc(Cl)cc1	-1.6	-2.5	-6.9	-13.8	0.2	-10.2	-4.5	6.3	-5.1
COc1ccc(C)cc1NC(=O)c1cc2c(CO)cnc(C)c2oc1=N	5.0	-4.1	-2.9	0.0	-0.7	-1.9	6.2	-2.9	15.6
CN1C(N)=NC(=O)/C1=C/c1ccccc1F	0.5	-4.1	-1.4	-1.1	-4.3	2.4	4.1	4.5	9.4
COC(=O)c1ccc(-c2ccc(Cl)cc2)nc1C	-0.3	-1.5	-3.1	-4.4	-1.2	1.1	1.6	-13.5	3.8
COc1cccc(CN2CCN(C(=O)c3cccc(F)c3)CC2)c1	/	-1.0	-3.0	-6.9	/	0.4	-2.4	/	/
CCCCn1c(SCC(=O)N2CCCC2)nc2c1c(=O)n(C)c(=O)n2C	0.8	-5.7	-3.5	-32.0	4.1	-14.8	19.0	-2.2	-7.5
CCn1c(COc2ccc(C)cc2)nnc1SCC(=O)Nc1ccc(S(N)(=O)=O)cc1	-5.6	-3.6	0.1	-18.9	-0.1	-8.3	-0.5	-3.0	11.9
CCN(CC)CCOC(=O)c1ccc(N/C=C(/C#N)c2nc(-c3cc4ccccc4oc3=O)cs2)cc1	/	12.7*	41.7*	18.6	0.0	4.7	-4.2	0.4	55.2*
CCCCC(CC)C(=O)Nc1ccc(C#N)cc1 (stereo unspecified)	-1.7	-3.4	-3.9	-1.7	1.9	-2.5	0.7	-14.4	18.5
CCCC(=O)Nc1cc(C)c(NC(=O)Cc2ccccc2)cn1	-0.2	-3.5	-2.2	-0.1	/	-7.9	-3.0	-13.1	30.7
CCOC(=O)c1c(C)oc2c1c(C=NCc1ccccn1)c(O)c1ccccc12	/	-3.2	0.1	0.0	-2.2	-1.7	18.2	-30.3	46.4
COc1ccc2c(c1)c(C(=O)CN1CCc3ccccc3C1)c(C)n2C	-4.5	-1.4	-1.3	-4.8	-2.9	4.5	-20.4	8.3	2.6
O=C(Cn1cnnn1)Nc1cccc(S(=O)(=O)N2CCCCC2)c1	-0.2	-1.2	-2.5	4.2	5.0	4.1	-5.4	6.0	-0.1
COc1ccc(OC)c(NC(=O)CN2C(=O)COc3ccc(S(=O)(=O)N4CCCC4)cc32)c1	-1.3	-3.2	-1.5	-16.7	5.9	5.7	2.0	-0.1	-1.9
COc1ccc(C2Nc3ccc(Br)cc3C(c3ccccc3)N2CC(=O)O)cc1 (stereo unspecified)	2.5	-1.4	2.4	-7.0	8.1	8.1	14.7	5.7	9.0
C=CCNC(=O)CSc1nnc(-c2ccccc2Cl)n1-c1c(C)n(C)n(-c2ccccc2)c1=O	2.4	-5.9	1.6	-24.6	-2.7	3.0	-13.2	-11.1	4.5
O=C(NCC1CC1)Nc1cccs1	13.6	1.0	3.5	-3.8	-2.7	6.2	9.0	-12.5	3.0
Cc1cc(OCC(=O)N(Cc2ccco2)C2CCS(=O)(=O)C2)cc(C)c1Cl (stereo unspecified)	4.2	-0.6	-1.8	-36.8	/	-1.0	4.6	-2.3	5.7
c1ccc(-c2csc(Nc3ccc4c(c3)OCCO4)n2)cc1	6.8	-4.9	-2.3	2.2	4.8	19.1	-13.4	-19.8	10.3
CCOc1nc(NCCO)nc(Nc2ccc([N+](=O)[O-])cc2)n1	6.0	-3.2	-3.3	0.5	8.1	-2.0	-3.2	-8.3	17.4

Next entries
SMILES	IDE inh	IMP-1 inhibitor	VIM-2 inh	DNA FID counter	IDE act	M18AAP inhibitor	NS3 helicase inh	pCIP destab	UBC9 SUMO inh
Cc1ccc(S(=O)(=O)N2CCOCC2)cc1NC(=O)COC(=O)CNC(=O)c1ccc(Cl)cc1Cl	/	-2.5	-1.1	-37.7	-1.9	-2.6	-10.0	0.9	4.0
CNC(=S)NNC(=O)c1cccn(Cc2ccccc2)c1=O	-2.3	-3.2	-1.7	-4.2	5.4	20.7	17.9	12.7	1.8
O=C(O)/C=C/C(=O)Nc1nccs1	-0.5	-1.2	-1.5	0.1	1.3	-3.5	-4.6	3.6	21.0
Cc1nnc2n1N=C(c1ccccc1)CS2	-6.9	-1.5	-2.4	6.0	-1.6	6.8	-2.8	-8.6	15.5
CCn1c(SCc2c(Cl)cccc2Cl)nnc1-c1nn(-c2ccccc2)ccc1=O	-2.9	-2.2	-3.7	-35.5	-1.2	1.4	-12.0	-16.4	7.1
CC(C)(C)C(=O)Cn1ncc(N2CCCC2)c(Br)c1=O	5.9	-1.7	0.4	-2.9	3.2	1.1	-1.0	6.1	6.6
CC(/C=N/NC(=O)c1cc(-c2cccs2)[nH]n1)=C\c1ccccc1	7.5	-2.8	-3.4	-6.2	-1.1	1.8	-1.2	8.0	7.3
O=C(C1CCCCC1)N1CCN(C(=O)C2CCCCC2)CC1	4.2	-3.0	-2.6	-11.3	-0.8	-1.1	0.4	-12.4	14.2
Cc1cc(OC(=O)c2cccc(C(F)(F)F)c2)c([N+](=O)[O-])c(=O)[nH]1	-0.4	-2.2	-0.1	-6.1	3.5	2.7	7.8	1.3	-0.5

Random draw from the library; 3.6% or so of the library scored in one or more.
